Screens as filed in PubChem.
All columns: NCI-60 one-dose screen, growth in % after 48 h at 10 µM unless noted; 100 = growth as untreated, 0 = no growth, -100 = all killed.
OVCAR-4: OVCAR-4 ovarian cancer cells. 80,000 tested, 3.7% active. AID 1794784
A498: A498 renal cancer cells | 76,000 tested, 5.4% active | AID 1794774
ACHN: ACHN renal cancer; 81,000 tested, 4.9% active; AID 1794771
CAKI-1: CAKI-1 renal cancer | 75,000 tested, 4.7% active | AID 1794772
OVCAR-3: OVCAR-3 ovarian cancer | 79,000 tested, 7% active
OVCAR-5: OVCAR-5 ovarian cancer | 82,000 tested, 2.9% active
OVCAR-8: OVCAR-8 ovarian cancer. 81,000 tested, 4.4% active. AID 1794782
RXF 393: RXF 393 renal cancer cells; 77,000 tested, 6.9% active; AID 1794773
* marks the source's active call; other numbers are inactive results; nt = no result given; & = joins results of further samples. Rule for the calls: active = growth percent below 10; inactive = the rest. Rows are unselected; about 10% have a hit in one of these screens.

SMILES	OVCAR-4	A498	ACHN	CAKI-1	OVCAR-3	OVCAR-5	OVCAR-8	RXF 393
Cc1cc2c(C(C)C)c(O)c(O)c(C=O)c2c(O)c1-c1c(C)cc2c(C(C)C)c(O)c(O)c(C=Nc3ccc(Cc4ccc(N)cc4)cc3)c2c1O	109	102	104	102	106	107	96	107
CCOC(=O)C=O	108	121	102	22	100	104	105	113
COc1cc(Cc2cc(OC)c(O)c(OC)c2)cc(OC)c1O	107	89	106	74	96	112	100	86
CCN(CC)CCC(CNc1ccnc2cc(Cl)ccc12)c1ccccc1 (stereo not drawn)	nt	42	35	43	80	88	61	-21*
CC(=O)OCC1O[C@@H](OC(C)=O)[C@@H](NC(=O)NS(=O)(=O)c2ccc(CCNC(=O)c3ccc(Cl)cc3)cc2)C(OC(C)=O)[C@@H]1OC(C)=O (stereo partly drawn)	111	104	102	94	116	108	110	100
Oc1cccc(-c2nc(-c3nn(CN4CCNCC4)c(=S)o3)cc3c2[nH]c2ccccc23)c1	101	103	101	101	103	100	114	104
Cc1cc(=O)n2[nH]c(NC(=O)c3ccccc3)c(C#N)c2n1	106	81	102	94	100	103	101	109
Cc1cccc(-c2ccccc2Oc2ccc3nnc(Cl)n3n2)c1	104	117	105	92	112	104	104	107
O=C(O)COc1cc([N+](=O)[O-])c(Cl)cc1Cl	114	97	101	99	112	102	93	109
CCNCCCn1c2c(c3cc(OC)c(OC)cc3c1=O)C(=O)c1cc(OC)cnc1-2	6.9*	16	6.1*	18	nt	46	14	14
Cn1c(-c2c(N)n(CCCN3CCOCC3)c3nc(C#N)c(C#N)nc23)nc2ccccc21	74	91	-79*	58	66	82	48	51
CS(=O)(=O)Nc1cc(-c2ccc3ncc(C#N)c(Nc4cccc(Cl)c4F)c3c2)cnc1Cl	19	-51*	13	-5.2*	-13*	21	11	nt
Clc1ccc2c(NCCNc3nc(Cl)nc4ccccc34)ccnc2c1	-72*	92	-98*	nt	-78*	-50*	-62*	-77*
Nc1ncc(-c2ccc3ncnc(N4CCc5cc(F)c(Cl)cc54)c3c2)cc1CO	8.5*	-64*	5.9*	3.0*	-20*	20	12	-27*
COc1ccccc1NOC(=O)CCOc1ccccc1	116	92	114	111	116	105	118	119
Cc1occc1-c1nnc(SCC(=O)c2ccc(NC(=O)CC(C)C)cc2)o1	122	118	109	84	104	105	57	nt
NC(=O)N(N)CCO	112	89	102	96	109	97	100	105
C=C(C)[C@@H]1CC[C@]2(C(=O)O)CC[C@]3(C)[C@H](CC[C@@H]4[C@@]5(C)CCC(OC(=O)/C=C/c6ccc(OC)c(OC)c6)C(C)(C)[C@@H]5CC[C@]43C)[C@@H]12 (stereo partly drawn)	62	48	22	39	43	85	48	68
Nc1c[nH]ccc1=O	110	110	107	101	116	101	100	121
CC1(C)O[C@@H]2CC3C4CCC5=CC(=O)CCC5(C)C4(F)C(O)CC3(C)[C@]2(C(=O)CCl)O1 (stereo partly drawn)	97	120	nt	73	120	nt	81	nt

Retrieved by structure from above (6):
SMILES	OVCAR-4	A498	ACHN	CAKI-1	OVCAR-3	OVCAR-5	OVCAR-8	RXF 393
Nc1c[nH]ccc1=O	110	110	107	101	116	101	100	121
Cc1occc1-c1nnc(SCC(=O)c2ccc(NC(=O)CC(C)C)cc2)o1	122	118	109	84	104	105	57	nt
NC(=O)N(N)CCO	112	89	102	96	109	97	100	105
C=C(C)[C@@H]1CC[C@]2(C(=O)O)CC[C@]3(C)[C@H](CC[C@@H]4[C@@]5(C)CCC(OC(=O)/C=C/c6ccc(OC)c(OC)c6)C(C)(C)[C@@H]5CC[C@]43C)[C@@H]12 (stereo partly drawn)	62	48	22	39	43	85	48	68
Nc1ncc(-c2ccc3ncnc(N4CCc5cc(F)c(Cl)cc54)c3c2)cc1CO	8.5*	-64*	5.9*	3.0*	-20*	20	12	-27*
CCNCCCn1c2c(c3cc(OC)c(OC)cc3c1=O)C(=O)c1cc(OC)cnc1-2	6.9*	16	6.1*	18	nt	46	14	14

Some of the entries so far, field by field.
> COc1cc(Cc2cc(OC)c(O)c(OC)c2)cc(OC)c1O
  OVCAR-4: 107	A498: 89	ACHN: 106	CAKI-1: 74	OVCAR-3: 96	OVCAR-5: 112	OVCAR-8: 100	RXF 393: 86
> CCN(CC)CCC(CNc1ccnc2cc(Cl)ccc12)c1ccccc1 (stereo not drawn)
  OVCAR-4: nt	A498: 42	ACHN: 35	CAKI-1: 43	OVCAR-3: 80	OVCAR-5: 88	OVCAR-8: 61	RXF 393: -21*
> CC(=O)OCC1O[C@@H](OC(C)=O)[C@@H](NC(=O)NS(=O)(=O)c2ccc(CCNC(=O)c3ccc(Cl)cc3)cc2)C(OC(C)=O)[C@@H]1OC(C)=O (stereo partly drawn)
  OVCAR-4: 111	A498: 104	ACHN: 102	CAKI-1: 94	OVCAR-3: 116	OVCAR-5: 108	OVCAR-8: 110	RXF 393: 100

Carrying on:
SMILES	OVCAR-4	A498	ACHN	CAKI-1	OVCAR-3	OVCAR-5	OVCAR-8	RXF 393
Fc1cccc(-c2[nH]nc3nc(Nc4cccnc4)sc23)c1	nt	84	62	21	-18*	87	54	45
CCOC(=O)c1ccc2n1CCCc1cnc(NC(C)=O)nc1-2	104	74	99	92	107	94	103	97
Cn1cc(-c2csc(-c3cn(CCN)c4ccccc34)n2)c2cccnc21	52	75	57	nt	46	75	41	71
CN(C)c1ccc2c(c1)Sc1cc(N(C)C)ccc1N2C(=O)c1ccccc1	97	90	84	nt	nt	104	100	128
O=C(COc1ccccn1)Nc1cc(O)c2c(=O)cc(-c3ccccc3)oc2c1	99	91	94	83	108	103	104	116
CC(C)Cc1ccc(C(C)C(=O)OCc2ccc(Cn3c(=O)sn(-c4ccc(Cl)cc4)c3=O)cc2)cc1 (stereo not drawn)	107	100	98	94	108	100	94	nt
Cn1c(S)c(N=Nc2ccccc2)sc1=O	66	64	93	77	92	98	95	83
COC(=O)c1ccc(C(=O)Nc2ccccc2N)cc1	96	80	89	nt	88	53	57	87
Cc1ccc(C)n1Cc1ccc(Cl)cc1	108	122	106	102	107	100	98	119
CCCCC(CN)(c1cccs1)c1cccs1	103	99	107	nt	105	109	100	101
CCCCCCCC/C=C\CCCCCCCCOc1ccc(CC(=O)NCC[N+]2(C)CCCC2)cc1	62	86	84	51	84	25	50	-45*
O=C(N/N=C\c1cc(Cl)ccc1[N+](=O)[O-])c1ccco1	105	nt	105	90	107	118	101	115
O=C(c1ccccc1)C(c1ccccc1)N1CCOCC1 (stereo not drawn)	108	111	106	nt	101	105	105	nt
O=C(N/N=C/c1ccc2c(c1)OCO2)c1cnn2c1NC(c1ccccc1)C2 (stereo not drawn)	49	nt	46	21	25	78	67	6.7*
Cc1ccc(NN)c(Br)c1	nt	110	109	101	120	99	107	111
CCOC(=O)c1cc(C(=O)c2ccc(OC)c(OC)c2)n2ccncc12	104	95	88	nt	108	124	95	106
COc1ccc2c(c1)c1cc3ncccc3nc1n2C	82	36	43	nt	83	101	68	75
O=C1/C(=C/c2ccc(Br)cc2)Oc2ccc(O)c(-c3ccccc3)c21	56	nt	101	76	103	100	103	108
Cc1cc(C)c2c(N)c(C(=O)c3cccs3)sc2n1	109	106	108	102	141	107	95	144
COc1cc(NC(=O)CCSc2nc3ccc(Cl)cc3c(=O)n2-c2ccccc2C(F)(F)F)cc(OC)c1OC	85	78	98	94	106	100	119	107
COc1ccc(Cn2c(Br)c3c(c2-c2cc(OC)c(OC)c(OC)c2)CCc2sc(N)nc2-3)cc1	nt	-16*	42	45	-26*	37	12	-0.4*
CC(C)Cc1ccc(-c2ccn(C(=O)C(C)c3ccc(NS(C)(=O)=O)cc3)n2)cc1 (stereo not drawn)	95	77	88	85	100	93	90	99
O=c1[nH]c(-c2cccnc2)nc2c1sc(=S)n2-c1ccc(F)cc1	112	140	107	104	99	107	103	99
CC1=NN(c2cccc(Cl)c2)C(=O)/C1=C\c1cn(C[C@H](O)Cn2c3ccccc3c(=O)c3ccccc32)c2ccccc12	99	102	65	89	95	98	81	78
O=c1[nH]c2nc(-c3ccc(Cl)cc3)cc(-c3ccc(Cl)cc3)c2s1	71	nt	85	81	87	98	88	99
NS(=O)(=O)c1cc2c(cc1Cl)NC=NS2(=O)=O	107	110	99	96	117	100	102	121
Cc1ccc(C(=O)NNC(=O)c2ccc3ccccc3c2)cc1	106	109	107	104	113	109	100	125
CCN(C(=O)CN1CCN(c2cc3c(cc2F)c(=O)c(C(=O)O)cn3C2CC2)CC1)c1nc(-c2ccc(OC)cc2)cs1	37	67	78	76	7.0*	92	60	75
COc1cc(/C=C/C(=N/O)c2ccc(N)cc2)cc(OC)c1OC	107	90	99	96	97	86	nt	88
COc1cc(C2C=C(C)N=C3SC(C)=CN32)cc(OC)c1OC (stereo not drawn)	99	110	105	97	nt	105	102	101
Cc1ccc(C(=O)NC2CCCCC2)cc1	102	95	106	100	112	104	96	111
CC[C@H](Nc1ncnc(N)c1C(N)=O)c1nc2cccc(NCc3ccc(C(=O)NO)cc3)c2c(=O)n1-c1ccccc1	99	91	91	93	73	96	69	55
COc1cc(-c2ccc(-c3ccc(C(=N)N)cn3)o2)cc(OC)c1OC	107	nt	104	98	106	101	101	116
O=C1Nc2ccc(F)cc2/C1=N/N=C/c1ccc(F)cc1	94	97	103	97	107	116	99	121
CCSc1nc(-c2cnccn2)cc(-c2cccs2)c1C#N	74	43	88	55	108	80	103	52
Cc1nn(-c2ccc([N+](=O)[O-])cc2)c2ncnc(N/N=C/c3cccc(F)c3)c12	80	62	98	93	95	89	95	85
CCCC1=C(C(=O)OCC)C(c2cccc(C#N)c2)C(C(=O)OCC)=C(CCC)N1	68	82	95	69	102	97	94	82
Clc1cc2nc3c(nc2cc1Cl)-c1cccc2cccc-3c12	87	88	96	89	94	105	98	113
Cc1cc(N2CCCC2)nc(NC2CCCC(Nc3ccnc4cc(Cl)ccc34)C2)n1 (stereo not drawn)	17	-18*	-98*	nt	-53*	-15*	-70*	-84*
CN1CCN(c2ccc(/C=N/NC(=O)c3cnc4n(c3=O)CCCCC4)cc2)CC1	86	nt	102	98	111	105	99	115
COc1cc2cc(Sc3ccc(NC(=O)c4ccc5c(c4)OCCO5)cc3)c(C)nc2cc1OC	105	86	104	94	105	102	101	111
Fc1cnc(NC2CC2)nc1-c1cnc2ccc(N3CCOCC3)cn12	-1.7*	-29*	3.0*	4.2*	4.4*	-4.3*	9.6*	-47*
CCOC(=O)C(Cc1ccc(O)cc1)NC(C)=O (stereo not drawn)	99	119	106	96	121	103	105	103
COc1ccc(C2CC(c3cccc(Nc4ccncc4)c3)=NN2C(C)=O)cc1 (stereo not drawn)	96	78	99	77	98	101	95	nt
C=CC[n+]1c(/C=C2\Sc3ccccc3N2C)sc(-c2ccccc2)c1-c1ccccc1	24	7.3*	8.9*	nt	15	22	15	nt
CC(=O)OCC1C(C)C=CC(C)C1COC(C)=O (stereo not drawn)	100&114	106	96&104	85&95	111&114	91&105	84&99	91&105
CC(C)[C@H](CN)NC[C@H](C)NS(=O)(=O)c1ccc(C(C)(C)C)cc1	87	107	103	94	103	106	98	90
COc1ccc(S(=O)(=O)NCCNc2cc(-c3cn(-c4ccccc4)nc3-c3cccc(OC)c3)ccn2)cc1	51	57	56	62	67	92	51	68
CCc1cccc2c3c(sc12)C(c1ccc(Cl)cc1)C(C#N)=C(/N=C/c1ccc(Cl)cc1)O3 (stereo not drawn)	79	-4.9*	42	38	-14*	33	28	-31*
COc1cc(/C=C/C(=O)c2cnn(-c3cc(=O)[nH]c4ccc(C)cc34)c2C)cc(OC)c1OC	39	8.4*	-8.4*	16	-50*	-37*	11	-77*
CC(C)(C)C(S)CS (stereo not drawn)	114	72	96	97	108	94	103	101

Part of the list above in order of SMILES length, high to low:
SMILES	OVCAR-4	A498	ACHN	CAKI-1	OVCAR-3	OVCAR-5	OVCAR-8	RXF 393
COc1cc(/C=C/C(=O)c2cnn(-c3cc(=O)[nH]c4ccc(C)cc34)c2C)cc(OC)c1OC	39	8.4*	-8.4*	16	-50*	-37*	11	-77*
C=CC[n+]1c(/C=C2\Sc3ccccc3N2C)sc(-c2ccccc2)c1-c1ccccc1	24	7.3*	8.9*	nt	15	22	15	nt
CC(C)[C@H](CN)NC[C@H](C)NS(=O)(=O)c1ccc(C(C)(C)C)cc1	87	107	103	94	103	106	98	90
CC(C)(C)C(S)CS (stereo not drawn)	114	72	96	97	108	94	103	101
